PP1 counter: counter-screen for PP5 inhibitors: inhibitors of human PP1-alpha; inhibition, % at 6.7 µM; purified PP1alpha, OMFP fluorescence; hit rate 0.9% among 320,000; P62136;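 active means inhibition above the mean inhibition of all tested compounds plus 3 SD, computed separately for each screening campaign, cut at about 15% in these data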
Target sequence (P62136 whole entry, looked up): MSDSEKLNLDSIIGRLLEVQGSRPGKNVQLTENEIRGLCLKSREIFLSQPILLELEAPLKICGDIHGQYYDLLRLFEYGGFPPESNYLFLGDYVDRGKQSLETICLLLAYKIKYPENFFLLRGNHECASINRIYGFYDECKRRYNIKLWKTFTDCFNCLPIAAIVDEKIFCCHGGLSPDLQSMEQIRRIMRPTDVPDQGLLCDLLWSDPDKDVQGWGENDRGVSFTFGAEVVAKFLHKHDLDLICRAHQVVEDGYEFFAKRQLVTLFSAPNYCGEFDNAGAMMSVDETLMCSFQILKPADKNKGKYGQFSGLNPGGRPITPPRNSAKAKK
HCV core dimer: blocks dimerization of HCV core protein. AID 1899. hit rate 0.33% among 300,000. inhibition, % at 5 µM. TR-FRET GST/Flag-core106 dimerization, 1536-well;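 active means inhibition above the mean of all tested compounds plus 3 SD, set per screening campaign, cut at about 45% in these data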
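Material: GST/Flag-tagged HCV core106 proteins. Incubation: 4 h, 22.5 °C incubation. Read-out basis: inhibition (%) from 671 over 617 nm ratio. Measured by: TR-FRET, excitation 340 nm, emission 617 and 671 nm.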
CTSL1 counter: blocks F. hepatica cathepsin L1 in PFM18AAP counter-screen; hit rate 0.49% among 300,000; recombinant F. hepatica cathepsin L1, Z-Leu-Arg-MCA fluorescence; inhibition, % at 5.96 µM;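 active means inhibition above the mean of all tested compounds plus 3 SD, set per screening campaign, cut at about 17% in these data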;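 further: 0% = plate median of test compound wells and 100% = 1 µM Z-Phe-Ala-diazomethylketone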
GASC-1 inh: inhibitors of human GASC-1 (JMJD2C) demethylase | inhibition, % at 2.35 µM | GST-JMJD2C(1-420) H3K9me3 demethylation, DELFIA europium | hit rate 0.069% among 330,000;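 active means more than half of a compound's replicate wells show inhibition beyond 50%, single wells judged on their own value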;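 further: signal counts dimethyl H3K9 product captured on neutravidin plate; 0% = median of DMSO wells and 100% = 0.3 times that DMSO median; strong numbers were not always called active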
TPT1 inh: blocks Candida albicans tRNA 2'-phosphotransferase; recombinant caTPT1, FP RNA substrate dephosphorylation; inhibition, % at 5 µM; AID 1962; hit rate 0.81% among 300,000;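 active means inhibition above the mean of all tested compounds plus 3 SD, set per screening campaign, cut at about 24% in these data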;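 further: plate controls were DMSO alone for no effect and ferristatin control at 100 nM for full effect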
Efflux pump mplx: inhibitors of Candida antifungal efflux pumps expressed in yeast. inhibition, % at 10 µM. S. cerevisiae Candida pump triplex, Nile Red efflux. hit rate 0.44% among 330,000;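 active means plate passing quality check with inhibition over a set limit, or well fluorescence over plate mean plus 4 SD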;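 further: Nile Red retained in pooled yeast measured as flow cytometry median fluorescence; 0% = buffer negative control and 100% = Enniatin B positive control; higher means more Nile Red kept so more efflux inhibition; some compounds called inactive have numbers as strong as hits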
proCasp7 act: activates human procaspase-7, counter-screen for procaspase-3 activators; recombinant procaspase-7, Ac-DEVD-pNA absorbance 405 nm; D23A/D198A/D206A triple mutant, cannot self-cleave; scale: DMSO 0, 5 µM enzyme 100; activation, % at 8.5 µM; hit rate 0.093% among 330,000;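 active means percent activation above the screen-wide mean plus 3 SD, cut at about 25% in these data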
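Assay system – Uncleavable procaspase-7 mutant enzyme · Quantity – 2 µM procaspase-7 mutant as dispensed · Times – 1 h preincubation, 2 h reaction · Dosing – single nominal 8.5 µM compound dose, 0.8% DMSO final · Buffer or medium – Zinc-free 50 mM HEPES buffer, pH 7.4, with NaCl and Triton X-100 · Detection – Epi-absorbance of released pNA at 405 nm, two timepoints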
proCasp3 act: procaspase-3 (human) activation | P42574 | recombinant procaspase-3 D3A, Ac-DEVD-pNA absorbance 405 nm | activation, % at 8.5 µM | hit rate 0.11% among 330,000;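 active means activation above the mean of all tested compounds plus 3 SD, cut at about 21% in these data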;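 further: 0% = DMSO alone and 100% = DMSO wells spiked with extra 5 µM PC-3 D3A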
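Test system: Procaspase-3 D3A mutant; medium: Zinc-free HEPES/NaCl buffer with 0.01% Triton X-100 at pH 7.4; reagent: DEVD-pNA substrate; doses: one concentration, 8.5 µM nominal, 0.8% DMSO; times: 1 h preincubation plus 2 h reaction at 25 °C; signal: Epi-absorbance at 405 nm of released p-nitroaniline, 0 and 120 min; replicates: singlicate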
PP5 primary: blocks human protein phosphatase 5 activity. P53041. inhibition, % at 6.7 µM. hit rate 0.18% among 320,000. purified PP5c, OMFP substrate fluorescence;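 active means inhibition above the campaign's mean inhibition across all tested compounds plus 3 SD, cut at about 9.5% in these data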;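 further: 0% = DMSO only and 100% = 100 µM cantharidin control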
Target sequence (P53041 whole entry, looked up): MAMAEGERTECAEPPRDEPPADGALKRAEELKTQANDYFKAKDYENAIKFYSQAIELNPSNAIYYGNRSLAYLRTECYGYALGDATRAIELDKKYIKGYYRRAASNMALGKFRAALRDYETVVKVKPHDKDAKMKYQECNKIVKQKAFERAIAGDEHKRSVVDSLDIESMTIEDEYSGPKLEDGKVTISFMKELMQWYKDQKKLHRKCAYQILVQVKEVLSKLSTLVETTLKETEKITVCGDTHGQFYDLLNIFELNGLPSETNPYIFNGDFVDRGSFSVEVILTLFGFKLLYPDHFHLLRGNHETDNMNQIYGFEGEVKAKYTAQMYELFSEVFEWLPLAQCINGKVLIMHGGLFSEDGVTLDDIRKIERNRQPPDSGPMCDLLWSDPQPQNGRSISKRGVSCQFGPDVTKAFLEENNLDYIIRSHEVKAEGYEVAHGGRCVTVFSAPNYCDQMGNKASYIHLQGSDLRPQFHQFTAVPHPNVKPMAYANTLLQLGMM
Active calls of the source: *; . = no result given.

SMILES	PP1 counter	HCV core dimer	CTSL1 counter	GASC-1 inh	TPT1 inh	Efflux pump mplx	proCasp7 act	proCasp3 act	PP5 primary
Cc1cc(C)cc(NC(=O)CCCCCN2C(=O)[C@@H]3Cc4ccccc4CN3C2=O)c1	0	11	-2	7	-6	-0.1	4	5	3.4
Cc1cccc(Oc2cc(NC(=O)c3ccccc3)cc([N+](=O)[O-])c2)c1	8	18	6	7	-1	-0.1	7	0	4.2
O=C1NCCc2c1[nH]c1ccc([N+](=O)[O-])cc21	-7	0	-2	-9	1	0.2	6	-1	1.1
COc1cc(NC(=O)CN2CCN(c3ccccn3)CC2)cc(OC)c1OC	-1	-15	-6	7	-4	0.3	-8	0	1.4
COc1ccc(NC(=O)CCCNC(=O)Cn2cnc3sc4c(c3c2=O)CCCC4)c(OC)c1	3	-14	2	-1	-6	0.2	-13	2	-0.9
CC(C)(C)c1[nH]nc2c1C(c1cccnc1)C(C#N)=C(N)O2 (configuration not stated)	-1	5	-3	10	0	-0.1	-15	2	3.0
CCCn1nc(C(=O)N2CCc3ccccc3C2)c2ccccc2c1=O	-2	-3	2	-4	-4	0.0	8	1	-0.3
O=C(CSc1nc2ccccc2n1CC(=O)N1CCOCC1)N1CCCC1	0	-3	1	.	-2	0.1	13	-6	-0.3
Cc1cc(=O)oc2c3c(cc(OCC(=O)N[C@H](C(=O)O)c4ccccc4)c12)OC(C)(C)CC3	-2	8	11	6	-2	0.1	11	5	0.8
COc1ccccc1CN1CC(C(=O)N(C)Cc2ccc(C)o2)CCC1=O (configuration not stated)	2	0	-4	15	-2	0.0	3	3	-0.8
CCC(C)c1ccccc1NC(=S)Nc1cccnc1 (configuration not stated)	-3	1	1	3	5	-0.1	14	-3	3.1
CC1CCCC(NC(=O)CSc2nncs2)C1C (configuration not stated)	1	.	.	-7	.	-0.3	2	5	0.6
COc1ccc(CC(=O)Nc2cc(C)on2)cc1	1	-3	0	2	1	0.0	-5	-1	1.4
Cc1ccc(N2CC(C(=O)Nc3ccccc3C(=O)NC3CCCCC3)CC2=O)cc1 (configuration not stated)	0	0	-2	-7	-2	0.0	11	2	1.1
Cc1oc(-c2ccccc2)nc1C(=O)OCC(=O)NCc1ccccc1	-3	.	.	-2	.	-0.1	11	5	-0.5
CCc1c(C)nc(SCC(=O)N2CCN(c3ccccc3OC)CC2)[nH]c1=O	-2	-3	-1	18	-10	0.0	0	1	-0.2
CCN(CC)S(=O)(=O)c1ccc(C(=O)N2CCN(C3=NS(=O)(=O)c4ccccc43)CC2)cc1	2	-17	-2	-5	-4	-0.3	-9	4	3.9
Cc1cc(C[n+]2ccsc2N)c2ncccc2c1	-1	-4	-1	-3	-4	-0.2	6	9	0.5
COc1cccc(NC(=O)NCCc2ccc(Cl)cc2)c1	-1	1	-4	9	-7	0.0	3	-2	1.4
COc1ccc(CC(C)NS(=O)(=O)c2ccc3c(c2)CCN3S(C)(=O)=O)cc1OC (configuration not stated)	-1	-5	2	-5	-3	-0.3	-6	2	3.0
CCc1ccc(N2C(=O)Nc3ccccc3C2(O)C(=O)N2CCN(c3ccccn3)CC2)cc1 (configuration not stated)	-3	3	0	-13	3	0.3	10	-6	0.6
CCCC12CN3CC(C)(CN(C1)C3c1ccc(OC)cc1)C2=O (configuration not stated)	-3	-1	-1	-6	-6	0.0	3	-7	1.5
CCCn1c(SCC(=O)NC)nnc1C(C)C	-1	-2	-3	-10	-1	0.1	9	-4	-1.4
Cc1c(C(=O)Nc2cccc(S(=O)(=O)N3CCOCC3)c2)oc2ccccc12	.	.	.	-5	.	-0.1	13	5	.
COc1ccc2c(C(=O)c3ccc(C)cc3)n(CCCC(N)=O)[n+]([O-])c2c1	-2	3	0	-1	0	0.1	-7	3	-1.1

The list continues:
SMILES	PP1 counter	HCV core dimer	CTSL1 counter	GASC-1 inh	TPT1 inh	Efflux pump mplx	proCasp7 act	proCasp3 act	PP5 primary
CC(C)(C)c1cc(C(=O)O)nn1-c1ccccc1	11	0	1	-6	-4	-0.1	2	-2	0.2
COc1ccc2[nH]c(=O)c(C(c3nnnn3C3CCCC3)N(C)C3CCCCC3)cc2c1 (configuration not stated)	1	9	-2	4	3	0.0	3	-15	-0.1
Cc1ccc(S(=O)(=O)NNC(=S)NCC2CCCO2)cc1 (configuration not stated)	1	-7	3	11	-2	0.0	1	0	1.7
CN(Cc1ccccc1)Cc1c(F)cccc1F	1	-2	2	-15	-4	0.0	-4	1	0.3
COc1cccc(NC(=O)CN2CCN(c3ccccc3F)CC2)c1	0	-5	-1	0	-6	0.1	-3	4	1.1
CCOc1ccccc1NC(=O)c1cccc2c1C(=O)N(CCOC)C2	4	-1	2	-1	-2	0.0	8	11	1.9
COc1ccccc1OCC(=O)NN1Cc2ccccc2C1=N	0	-3	3	18	-1	-0.1	-6	-1	1.5
COC(=O)c1ccc(NC(=O)CNC(=O)C2CCCCC2)cc1	0	0	3	1	-4	0.0	3	3	1.1
CCCNC(=O)c1cnc(-c2ccccc2)nc1-c1ccccc1	2	-5	-2	1	1	-0.2	12	5	2.0
COC(CSc1nc(N)c2c3c(sc2n1)CN(C)CC3)OC	2	2	2	-1	-2	-0.2	1	3	1.4
CN1CCN(c2nc(-c3ccccc3)ncc2S(=O)(=O)c2ccccc2)CC1	-3	-3	0	-12	-3	0.2	10	3	0.3
CCOC(=O)C1CCCN(Cc2ccccc2Cl)C1 (configuration not stated)	2	0	2	-5	-1	-0.1	1	3	0.6
Cc1nn(-c2ccc(F)cc2)c(C)c1CN1CCN(Cc2ccccc2)C(CCO)C1 (configuration not stated)	-3	-1	2	-17	-3	0.0	9	7	-0.9
CCOP(=O)(OCC)c1nc(/C=C/c2ccccc2)oc1NCc1ccc(OC)cc1	3	9	3	0	4	0.3	9	16	6.8
O=C(Nc1ccccc1)Nc1ccc2snnc2c1	-1	3	-1	-1	-3	0.0	-4	-11	0.0
CCCN(CC(=O)Nc1ccccc1C)C(=O)c1ccc2c(c1)S(=O)(=O)N=C1CCCCCN12	-5	.	.	18	.	0.1	8	-6	0.2
CCOC(=O)c1sc(=NC(=O)c2ccc(C)cc2)n(C)c1C	3	12	6	-9	-2	0.2	10	-1	1.9
Cc1nc2ccccc2n1CC(O)COc1ccccc1Cl (configuration not stated)	-5	3	-1	23	-1	0.0	-6	3	-0.5
O=C(c1ccco1)N1CCN(C2=NS(=O)(=O)c3ccccc32)CC1	-1	-10	-1	-15	6	0.1	-3	-7	0.0
O=C(CCN1CCN(CCO)CC1)Nc1ccccc1	-1	5	3	.	-3	-0.2	-8	10	0.6
Cc1ccc(CC(=O)Nc2ccc(S(=O)(=O)N3CCOCC3)cc2)cc1C	-3	.	.	0	.	0.6	2	-3	3.4
O=C(Nc1ccc(Br)cc1)c1cccc(-n2cnnn2)c1	-2	7	-1	-17	0	0.3	1	3	3.9
COc1ccc(OC)c(C(=O)Cn2nnc(-c3ccc(N4CCOCC4)cc3)n2)c1	-2	5	0	3	1	-0.1	-2	4	-1.1
CCCCC(NC(=O)c1ccccc1)C(=O)OCC(=O)N1c2ccccc2Sc2ccccc21 (configuration not stated)	4	15	6	-2	6	0.6	-8	-7	5.0
COCC(C)n1c(SCc2ccc(C(=O)OC)cc2)nc2ccccc2c1=O (configuration not stated)	0	4	-2	-14	-3	0.1	-5	-9	1.9

Later entries.
SMILES	PP1 counter	HCV core dimer	CTSL1 counter	GASC-1 inh	TPT1 inh	Efflux pump mplx	proCasp7 act	proCasp3 act	PP5 primary
COc1ccccc1C(CNC(=O)c1cccc(S(=O)(=O)Nc2ccc(F)cc2)c1)N(C)C (configuration not stated)	0	.	.	-2	.	0.0	-5	-3	0.9
CC(=O)N1CCc2cc(S(=O)(=O)CCC(=O)Nc3cc(C)cc(C)c3)ccc21	0	-6	0	-5	1	0.1	7	-1	1.4
O=C(c1ccccc1)N1CCN(C(=O)C23CC4CC(CC(C4)C2)C3)CC1	-3	-1	-5	7	-3	0.0	2	-8	1.4
Cc1ccc(SCCNC(=O)c2ccccc2)cc1	1	-3	-8	-1	-2	-0.2	4	3	1.8
O=C(CC1(CC(=O)N2CCOCC2)CCCC1)Nc1ccccc1	-2	.	.	0	.	0.0	2	1	-2.6
COC(=O)CNc1cc(S(=O)(=O)N2CCCCC2)ccc1Oc1ccc(C(=O)OC)cc1	0	0	0	1	2	0.2	-6	4	1.6
CCOc1ccc2c(c1)C(c1ccc(C)o1)=NNC(c1ccncc1)=N2	11	23	2	1	3	0.0	0	4	0.0
COc1ccc(F)cc1C(=O)C1CCCN(Cc2cn(C)c3ccccc23)C1 (configuration not stated)	-2	-4	-1	4	-3	-0.1	9	-2	0.7
O=C(Nc1nc(-c2ccccn2)cs1)c1cc2ccccc2o1	10	4	-1	1	-1	-0.2	-1	0	-1.7
Cc1ccc(Nc2ccc([N+](=O)[O-])nc2[N+](=O)[O-])cc1	-3	3	3	-5	1	0.1	-1	3	2.5
COc1ccccc1OCC(=O)NCC1CCCCC1	3	0	-2	-1	2	0.0	0	-7	0.7
Cc1ccc[n+](CC(=O)Nc2ccc([N+](=O)[O-])cc2Cl)c1	-2	-4	4	5	-2	-0.1	7	0	-0.8
CCCCCCn1c(N2CCN(c3cccc(Cl)c3)CC2)nc2c1c(=O)[nH]c(=O)n2C	1	15	5	14	7	0.6	8	3	4.4
Cc1nc(C)c(C(=O)Nc2cccc(C)c2C)s1	0	-31	-2	-28	-3	0.0	-3	0	0.2
O=C(COC(=O)c1cc(=O)c2ccccc2o1)Nc1ccc2ccccc2c1	-2	2	1	-47	-4	-0.5	6	7	0.5
Cc1ccc(C(=O)N/C(=C\c2cccc([N+](=O)[O-])c2)C(=O)NCc2ccncc2)cc1	0	-11	2	-27	3	-0.1	-1	-2	-2.6
CCCCn1c(N)c(N(CC(C)C)C(=O)c2cc(S(=O)(=O)N3CCCCC3)ccc2C)c(=O)[nH]c1=O	-1	0	1	4	2	0.0	0	13	1.3
Cc1csc(NC(=O)Cn2cnnn2)n1	0	-6	-4	-17	-2	-0.1	-4	1	-0.6
Cc1ccc(S(=O)(=O)NNC(=O)C2Cc3c(ccc4ccccc34)O2)cc1 (configuration not stated)	0	-2	1	8	-4	0.0	-9	-6	3.6

Just proCasp3 act, for some of the entries so far:
molecule,proCasp3 act
Cc1ccc(C(=O)N/C(=C\c2cccc([N+](=O)[O-])c2)C(=O)NCc2ccncc2)cc1,-2
CCCCn1c(N)c(N(CC(C)C)C(=O)c2cc(S(=O)(=O)N3CCCCC3)ccc2C)c(=O)[nH]c1=O,13
Cc1csc(NC(=O)Cn2cnnn2)n1,1
Cc1ccc(S(=O)(=O)NNC(=O)C2Cc3c(ccc4ccccc34)O2)cc1 (configuration not stated),-6

Screening data deposited in PubChem BioAssay by several laboratories.
